# SENP8 block-1: SENP8 protease inhibition; Q96LD8; purified SENP8, Z-RLRGG-aminoluciferin cleavage, luminescence; inhibition, % at 10 µM; actives 1.2% (n = 330,000); AID 2540; in the data active = inhibition above about 50%
# SENP8 block-2: inhibitors of human SENP8 protease. recombinant SENP8, Nedd8 substrate fluorescence. inhibition, % at 20 µM. actives 0.64% (n = 360,000). AID 602440; in the data active = inhibition mostly above about 40%, no sharp cut-off; inactive = mostly below about 27%
# PfG6PD inh: PfG6PD (Plasmodium falciparum) enzyme inhibition. actives 0.78% (n = 350,000). inhibition, % at 20 µM. PfGluPho enzyme, NADPH resazurin-diaphorase fluorescence;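 active = inhibition reaching at least a set limit at 20 µM in the primary screen, cut at about 59% in these data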;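 also: 0% = DMSO wells with substrate and 100% = DMSO wells lacking glucose-6-phosphate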
# SENP6 inh: inhibitors of human SENP6 protease; Recombinant SENP6 catalytic domain, aminoluciferin luminescence; inhibition, % at 10 µM; actives 1.8% (n = 330,000); AID 2599; Q9GZR1;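 active = inhibition above about 50% at the single tested dose, limit read from the data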;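 also: plate controls were DMSO wells with enzyme for no effect and DMSO wells lacking enzyme for full effect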
# HKDC1 inh: HKDC1 (human) hexokinase inhibition. inhibition, % at 20 µM. Q2TB90. actives 0.16% (n = 340,000). recombinant HKDC1, G6PDH/diaphorase resazurin coupled fluorescence. AID 493160;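 active = inhibition above about 35% when tested at 20 µM, limit read from the data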;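 also: plate controls were DMSO wells with enzyme for no effect and DMSO wells lacking enzyme for full effect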
#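 Test system: recombinant HKDC1 (HK5) hexokinase enzyme, produced in-house / Doses: 20 µM test compound, 1% DMSO / Timing: 90 min, room temperature / Detection: G6PDH/diaphorase-coupled fluorescence, 1 mM NADP, 100 µM resazurin, 525/613 nm / Control set: DMSO wells with and without enzyme mix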
# Apaf-1 inh: blocks human Apaf-1 apoptosome activity | O14727 | reconstituted apoptosome caspase-3 activity, DEVD-Rh110 fluorescence | inhibition, % at 20 µM | actives 0.71% (n = 330,000) | AID 489030; active = inhibition of at least 40% at 20 µM;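 also: plate controls were DMSO wells for no effect and DEVD-CHO caspase inhibitor wells for full effect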
# Target sequence (O14727 whole entry, looked up): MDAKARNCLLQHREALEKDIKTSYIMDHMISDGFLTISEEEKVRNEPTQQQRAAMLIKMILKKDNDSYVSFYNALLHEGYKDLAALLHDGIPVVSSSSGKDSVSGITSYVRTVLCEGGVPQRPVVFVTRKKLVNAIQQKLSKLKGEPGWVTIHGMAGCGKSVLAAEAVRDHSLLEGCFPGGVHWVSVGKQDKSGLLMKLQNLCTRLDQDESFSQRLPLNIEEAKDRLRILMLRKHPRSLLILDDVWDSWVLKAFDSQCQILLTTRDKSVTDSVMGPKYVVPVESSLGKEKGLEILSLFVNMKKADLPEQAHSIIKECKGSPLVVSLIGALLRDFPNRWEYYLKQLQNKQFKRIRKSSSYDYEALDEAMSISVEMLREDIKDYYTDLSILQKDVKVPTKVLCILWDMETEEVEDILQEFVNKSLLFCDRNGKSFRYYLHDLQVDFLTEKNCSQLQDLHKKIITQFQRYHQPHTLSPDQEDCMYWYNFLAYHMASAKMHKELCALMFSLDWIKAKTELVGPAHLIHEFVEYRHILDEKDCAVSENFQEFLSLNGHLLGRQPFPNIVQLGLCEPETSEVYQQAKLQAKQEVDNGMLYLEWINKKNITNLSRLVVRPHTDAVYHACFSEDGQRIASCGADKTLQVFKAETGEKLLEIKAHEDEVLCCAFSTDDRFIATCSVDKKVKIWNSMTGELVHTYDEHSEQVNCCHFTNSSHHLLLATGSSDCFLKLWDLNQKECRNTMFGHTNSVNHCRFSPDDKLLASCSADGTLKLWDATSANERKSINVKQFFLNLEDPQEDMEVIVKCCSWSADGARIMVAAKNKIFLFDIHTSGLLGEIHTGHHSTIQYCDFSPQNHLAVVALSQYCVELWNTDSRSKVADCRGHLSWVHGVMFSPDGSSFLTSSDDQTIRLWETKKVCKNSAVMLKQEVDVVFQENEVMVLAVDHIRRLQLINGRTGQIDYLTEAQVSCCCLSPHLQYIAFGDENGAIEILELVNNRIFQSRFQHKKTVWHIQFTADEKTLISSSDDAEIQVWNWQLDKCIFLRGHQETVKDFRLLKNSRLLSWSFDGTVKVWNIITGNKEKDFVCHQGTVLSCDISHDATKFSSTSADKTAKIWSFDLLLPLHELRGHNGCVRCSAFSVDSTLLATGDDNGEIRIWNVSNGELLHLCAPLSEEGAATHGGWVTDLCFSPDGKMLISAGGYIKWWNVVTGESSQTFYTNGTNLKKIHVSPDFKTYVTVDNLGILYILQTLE
#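 System: Apoptosome proteins | Medium: Hepes pH 7.5 with detergent and BSA | Also added: Cytochrome c trigger plus (Z-DEVD)2-Rh110 caspase-3 substrate | Incubation: 30 min compound preincubation, 50 min activation, room temperature | Detection: Rhodamine 110 fluorescence at Ex 480/Em 540 nm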
# SENP1 inh: SENP1 (human) catalytic domain inhibition; recombinant SENP1 catalytic domain, CyPet-SUMO1-YPet FRET cleavage; inhibition, % at 10 µM; actives 0.21% (n = 360,000); AID 624204;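 active = inhibition at least 30% at 10 µM, raw YFP signal under a set limit, fluorescence ratio 0.5 to 1.5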;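 also: 0% = enzyme with DMSO and 100% = no enzyme wells; some results filed as inactive read as strong as hits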
#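 Material – human SENP1 catalytic domain · Input – SENP1 enzyme, 20 pM final · Compound dosing – single concentration of 10 µM compound, 0.5% DMSO final · Timing – enzyme reaction for 50 min at room temperature, dark · Measured by – FRET fluorescence in CFP and YFP emission channels · Control set – no-enzyme wells low, DMSO-plus-enzyme wells high control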
# SENP7 block: SENP7 protease inhibition; Q9BQF6; recombinant SENP7, Z-RLRGG-aminoluciferin luminescence, 40 min; inhibition, % at 5 µM; actives 1.5% (n = 330,000);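 active = inhibition above about 50% at the single test dose, limit read from the data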;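 also: plate controls were DMSO with enzyme for no effect and no enzyme buffer wells for full effect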
# * marks the source's active call; other numbers are inactive results; i = inactive; . = not tested or not shown.
SMILES,SENP8 block-1,SENP8 block-2,PfG6PD inh,SENP6 inh,HKDC1 inh,Apaf-1 inh,SENP1 inh,SENP7 block
O=C(NCC(c1cccnc1)N1CCN(c2ccccc2F)CC1)Oc1ccccc1 (stereo unspecified),6,12,-3,3,-1,-4,1,5
COc1ccc(/C=C2\C(=O)NC(=O)N(Cc3ccccc3)C2=O)c(OC)c1OC,9,16,31,-2,-6,-1,0,7
Cn1c(O)c(C=NCc2ccco2)c(=O)n(C)c1=O,1,13,-1,-4,1,-30,1,-3
Nc1nc(SCCC(F)=C(F)F)n[nH]1,4,2,-19,4,-9,-9,1,2
Cc1c(CC(=O)N2C[C@H]3C[C@@H](C2)c2cccc(=O)n2C3)c(=O)oc2cc(O)c(Cl)cc12,-4,-217,6,-5,-1,0,-20,-7
COc1ccc2[nH]cc(CCNCc3cccnc3)c2c1,-6,6,13,-10,-2,-11,-5,-6
COc1cccc(-c2sc3ccccc3c2-c2ccc(OCCN3CCOCC3)cc2)c1,3,-82,17,4,2,31,2,-1
O=C(N/N=C/c1c(O)n(-c2ccccc2)c(=S)[nH]c1=O)c1ccccc1,-14,-170,-33,-5,-10,-4,-53,-9
CCOC(=O)c1c(/N=C/C2C(=O)NC(=S)NC2=O)sc2c1CCC2,.,-23,1,.,1,.,-23,.
CCN1C(=O)NC(=O)/C(=C\c2cn(CC(=O)N3CCCCC3C)c3ccccc23)C1=O (stereo unspecified),-5,-9,-1,-3,3,2,-6,-5

# In the list so far, 3 have a halogen:
SMILES,SENP8 block-1,SENP8 block-2,PfG6PD inh,SENP6 inh,HKDC1 inh,Apaf-1 inh,SENP1 inh,SENP7 block
O=C(NCC(c1cccnc1)N1CCN(c2ccccc2F)CC1)Oc1ccccc1 (stereo unspecified),6,12,-3,3,-1,-4,1,5
Nc1nc(SCCC(F)=C(F)F)n[nH]1,4,2,-19,4,-9,-9,1,2
Cc1c(CC(=O)N2C[C@H]3C[C@@H](C2)c2cccc(=O)n2C3)c(=O)oc2cc(O)c(Cl)cc12,-4,-217,6,-5,-1,0,-20,-7

# Later entries:
SMILES,SENP8 block-1,SENP8 block-2,PfG6PD inh,SENP6 inh,HKDC1 inh,Apaf-1 inh,SENP1 inh,SENP7 block
O=C(Nc1c(F)cc(F)cc1F)c1cccn(Cc2ccccc2)c1=O,3,-19,-3,-2,-4,8,0,3
CC(=O)Nc1cc(C(=O)N2CCC3(CC2)OCCO3)ccc1S(=O)(=O)c1ccc(Cl)cc1,0,-38,-19,-9,-2,-10,-1,1
COc1ccccc1-n1c(-c2ccc(C)cc2)nc2ccccc2c1=O,2,6,-1,-14,3,7,0,3
CSCCC(N=Cc1c(O)n(-c2ccc(Cl)cc2)c(=O)[nH]c1=O)C(=O)OC(C)(C)C (stereo unspecified),1,13,-1,-2,0,5,1,6
Clc1ccccc1CN1CCN(c2ccccc2Cl)CC1,-4,10,19,-6,-9,-6,1,-7
Cn1c(C(=O)O)c(CC(=O)N2CCN(Cc3ccccc3)CC2)c2ccccc21,-3,-7,-1,6,-8,0,-7,4
O=[N+]([O-])c1ccc(Nc2ccccc2)cc1,-12,9,18,-9,2,6,-6,-5
O=c1c2ccccc2nc(-c2ccccc2)n1-c1ccc(O)cc1,-5,8,-22,-5,-12,-1,-2,1
Cn1cc(C(=O)NP(=O)(N2CCOCC2)N2CCOCC2)c2ccccc21,-1,4,7,14,-9,-1,-1,-2
CCN1CCN(CC(=O)c2c(C)n(Cc3ccccc3)c3ccc(OC)cc23)CC1,2,5,-4,2,-6,12,0,10
COc1ccccc1CNC(=O)CCC(=O)N1C[C@H]2C[C@@H](C1)c1cccc(=O)n1C2,1,25,-36,-2,7,1,1,4
Cc1ccccc1-[n+]1c(-c2ccccc2)cc(-c2ccccc2)cc1-c1ccccc1,-15,-427,-1,-22,-3,10,1,-2
CC1CCCC(C2(O)C(=O)Nc3ccccc32)C1=O (stereo unspecified),-2,10,-8,-2,-3,-10,2,0
Cc1c(C=O)c2ccccc2n1Cc1ccc([N+](=O)[O-])cc1,7,28,-1,4,-1,-3,2,1
CN1C(=O)CCC2(C)C1=CCC1C2CCC2(C)C1CCC2(C)O (stereo unspecified),.,16,-11,.,17,.,2,.
O=c1[nH]c(=S)n(CCC2=CCCCC2)c(O)c1/C=N/N1CCOCC1,0,25,-3,0,-1,3,-10,3
Fc1ccc(CCNCc2ccccc2Cl)cc1,-6,15,0,-33,-3,5,1,3
Cc1ccc(C(C)C)c(OCC(=O)N2CCN(CC(=O)N3CCOCC3)CC2)c1,-2,6,5,-4,-5,-4,2,3
Cc1ncc(CN2CCCC(C(=O)c3ccc(C(C)(C)C)cc3)C2)s1 (stereo unspecified),-12,12,3,-26,8,11,-2,-3
CCN1C[C@]2(COC)CC[C@H](O)[C@@]34C5C[C@@H]6[C@@H](OC)C[C@@](O)(C5[C@H]6O)[C@](O)([C@@H](OC)C23)[C@@H]14 (stereo partly specified),-11,13,6,-13,-8,-1,2,11

# Part of the list above, reformatted.
mol | SENP8 block-1 | SENP8 block-2 | PfG6PD inh | SENP6 inh | HKDC1 inh | Apaf-1 inh | SENP1 inh | SENP7 block
Cc1c(C=O)c2ccccc2n1Cc1ccc([N+](=O)[O-])cc1 | 7 | 28 | -1 | 4 | -1 | -3 | 2 | 1
COc1ccccc1CNC(=O)CCC(=O)N1C[C@H]2C[C@@H](C1)c1cccc(=O)n1C2 | 1 | 25 | -36 | -2 | 7 | 1 | 1 | 4
Fc1ccc(CCNCc2ccccc2Cl)cc1 | -6 | 15 | 0 | -33 | -3 | 5 | 1 | 3
CN1C(=O)CCC2(C)C1=CCC1C2CCC2(C)C1CCC2(C)O (stereo unspecified) | . | 16 | -11 | . | 17 | . | 2 | .
Cc1ccc(C(C)C)c(OCC(=O)N2CCN(CC(=O)N3CCOCC3)CC2)c1 | -2 | 6 | 5 | -4 | -5 | -4 | 2 | 3
Cc1ncc(CN2CCCC(C(=O)c3ccc(C(C)(C)C)cc3)C2)s1 (stereo unspecified) | -12 | 12 | 3 | -26 | 8 | 11 | -2 | -3

# Additional entries.
SMILES,SENP8 block-1,SENP8 block-2,PfG6PD inh,SENP6 inh,HKDC1 inh,Apaf-1 inh,SENP1 inh,SENP7 block
Oc1ccc2c3c1O[C@H]1c4[nH]c5ccccc5c4C[C@@]4(O)[C@@H](C2)N(CC2CC2)CC[C@]314,2,10,11,2,1,-11,-1,-9
CCCCN1CCC(O)(c2ccccc2)C(C(=O)c2ccccc2)C1 (stereo unspecified),-3,21,-4,-4,-8,-3,-2,0
S=C=Nc1ccccn1,-12,-2,4,-11,-1,-7,-6,9
Cc1ccc(C(=O)O)cc1N=Nc1c(O)[nH]c(=O)[nH]c1=O,6,12,1,13,2,-19,-3,-5
O=c1c2ccccc2nc(Cc2ccccc2)n1-c1ccc(O)cc1,0,-2,-31,1,-5,-4,1,2
Cc1cc(/C=C2\C(=O)NC(=O)N(c3cccc(F)c3)C2=O)c(C)n1-c1ccc(C(=O)O)c(Cl)c1,3,5,16,-5,7,-1,-2,2
CC(C)c1ccc(O)c(CN2CCN(c3ccccc3)CC2)c1,-2,7,15,-7,6,16,0,-5
CN1CCN(C(=O)COc2ccc(S(=O)(=O)Nc3ccc(F)cc3)cc2)CC1,-8,4,5,-18,-4,-3,1,-10
Cn1cccc1/C=C1\C(=O)NC(=O)N(Cc2ccccc2)C1=O,-1,21,18,-2,1,-16,-1,-1
COCc1cc(C2SCC(=O)Nc3c2c(=O)[nH]n3C(C)C)ccc1OC (stereo unspecified),0,21,-19,-2,0,6,-2,-2
CCn1c(=O)cc(SCC(=O)N2CCC3(CC2)OCCO3)c2ccccc21,8,-26,3,6,-12,-9,1,-5
C#CCOc1cc(C2C3=C(COC3=O)Nc3cc4c(cc32)OCO4)ccc1OC (stereo unspecified),1,-373,8,-3,4,-3,-6,2
CC1(C)NC(=S)C(C)(C)N1N=O,.,17,9,.,1,.,-3,.
O=c1[nH]c(=S)n(-c2ccc(Cl)cc2)c(O)c1C=Nc1ccc(N2CCOCC2)cc1,-3,10,0,0,3,9,30,-3
COc1ccc(Cn2c(O)c(/C=N/NC(=O)c3ccncc3)c(=O)[nH]c2=O)cc1,-7,-277,16,10,-10,1,-71,-4
Cc1ccc(NC(=O)N2CC2)cc1NC(=O)N1CC1,.,2,4,.,-2,.,-9,.
Cc1ccccc1C1=NCC(=O)N(CC(=O)N2CCCCC2)c2sc(C)c(C)c21,-2,4,-20,-1,6,-3,1,2
CC1=CC(=O)C2=C(C)CC(O)C3C(C)C(=O)OC3C12 (stereo unspecified),1,9,-7,9,-7,-19,2,-3
COC(=O)C1=C(c2ccc(OCc3ccccc3)cc2)C[C@@H]2CC[C@H]1N2C(=O)NCc1ccc(N(C)C)cc1,-6,8,14,4,6,23,1,-4
COc1ccc(C(=O)C2CCCN(Cc3ccccn3)C2)c(OC)c1 (stereo unspecified),-1,13,7,-20,-6,-10,-2,7
COc1ccc(N2C(=O)NC(=O)/C(=C/c3cccc(OC(=O)c4cccs4)c3)C2=O)cc1Cl,-7,.,-16,-8,16,8,.,-11
CCC(=NCc1ccco1)c1c(O)n(C2CCCCC2)c(=O)[nH]c1=O,2,16,8,-25,1,36,-4,2
O=C(CCn1c(=O)oc2ccccc21)N1CCC2(CC1)OCCO2,-10,25,-8,3,-1,7,1,1
COCCNC(=O)CN1C2CCC1CC(O)(c1cccnc1)C2 (stereo unspecified),-7,4,-2,-22,-7,-6,2,-5
O=C(O)C1C2c3ccccc3C(=O)C1(C(=O)O)c1ccccc12 (stereo unspecified),.,-3,34,.,-4,.,2,.
Nc1ccccc1C(=O)OCCOc1ccccc1,86*,i,9,90*,-3,0,1,95*
CCCCn1c(=O)c(C(=O)Nc2ccc(C)cn2)c(O)c2ccccc21,5,-98,4,2,-14,-12,0,0
COc1cccc(/C=C2\N=C(c3cncc(Br)c3)OC2=O)c1,-3,7,-5,-7,13,-10,0,1
CCCCOc1ccc(CN2CCN(CCO)CC2)cc1,-8,17,-2,-1,-8,-8,0,0
CC(=NCC1CCCO1)c1c(O)n(-c2ccc(Cl)cc2)c(=O)[nH]c1=O (stereo unspecified),-6,16,-9,0,10,-7,3,-4
O=c1c2ccccc2nc(/C=C/c2ccc(O)cc2)n1-c1ccc(O)cc1,4,-238,-4,20,4,17,-11,-5
COC(=O)c1nc(-c2ccc3c(n2)C(=O)C(N)=C(OC)C3=O)c(N)c(-c2ccc(OC)c(OC)c2O)c1C,81*,49*,53,76*,22,89*,10,13

# Some of these compounds in order of formula weight, rising.
SMILES,SENP8 block-1,SENP8 block-2,PfG6PD inh,SENP6 inh,HKDC1 inh,Apaf-1 inh,SENP1 inh,SENP7 block
CCCCOc1ccc(CN2CCN(CCO)CC2)cc1,-8,17,-2,-1,-8,-8,0,0
O=C(O)C1C2c3ccccc3C(=O)C1(C(=O)O)c1ccccc12 (stereo unspecified),.,-3,34,.,-4,.,2,.
O=C(CCn1c(=O)oc2ccccc21)N1CCC2(CC1)OCCO2,-10,25,-8,3,-1,7,1,1

# Bioassay records deposited in PubChem by Sanford-Burnham Center for Chemical Genomics.

# Only part of the results is shown; count on the stated rates, not on these rows.
